# D1 ag: Allosteric Agonists of the Human D1 Dopamine Receptor: qHTS. D(1A) dopamine receptor (Homo sapiens), P21728. HEK293 T-REx D1 cells, calcium flux, agonist mode. 360,000 compounds, 1% hits. activation, % at 2 µM. AID 504660, 2011; in the data active means activation above about 30%; further: 0% is about no effect
#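 Agonism was scored from calcium flux recorded over 180 s (1 read/s) after pintool compound addition, following a 10-cycle baseline. Cells were inducible force-coupled HEK293 TREx D1, plated overnight at 30 C and loaded with no-wash calcium dye.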
# D1 antag: Antagonist of Human D 1 Dopamine Receptor: qHTS | 360,000 compounds, 3.2% hits | D(1A) dopamine receptor (Homo sapiens), P21728 | HEK293 TREx D1 cells, calcium flux, dopamine EC80; stronger effect = lower value | activity change, negative = inhibition, % at 10 µM; in the data active means activity change below about -30%; further: on the % scale 0 is the no-effect control and ±100 the full control effect
#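 Using tetracycline-induced force-coupled D1 Hek293 cells and a calcium dye, signals were followed for 180 s after compound, then for 180 s after EC80 dopamine, to detect inhibitors.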
# Glioma ERSR ind: qHTS for Inducers of the Endoplasmic Reticulum Stress Response (ERSR) in Human Glioma: qHTS; Potency, µM, inactives show at the top dose activation, hits mostly activators; 420,000 compounds, 0.02% hits; AID 602332, 2012; U87-MG GRP78 promoter luciferase reporter, 16 h; further: potency means the concentration at half of the fitted maximal effect; series mostly up to about 76 µM; % of control where 0% means no effect; nearly all actives have a fitted effect of over 35% in size
#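 Stably transfected U87-MG human glioma cells carrying a GRP78-based luminescent sensor were seeded at 1000 cells/well, pin-dosed with compounds and incubated 16 h. Luciferase reagent was then added, and end-point luminescence was read after 10 min at room temperature.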
# Vif-APOBEC3G blk: qHTS for Inhibitors of Vif-A3G Interactions: qHTS | DNA dC->dU-editing enzyme APOBEC-3G (Homo sapiens), Q9HC16 | HeLa A3G-eYFP + Vif (tagged APOBEC3G with the HIV-1 protein that degrades it), YFP fluorescence, overnight | Potency, µM (highest dose often 46.1 µM), without a hit: top-dose activity, negative = active, actives largely listed as inhibitors | 410,000 compounds, 0.076% hits | AID 602310, 2012;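 further: potency means the concentration at half of the fitted maximal effect; on the % scale 0 is the no-effect control and ±100 the full control effect; nearly all actives have a fitted effect of over 60% in size; hits raise eYFP signal because A3G escapes Vif-driven loss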
#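 Read-out is eYFP fluorescence (Ex 488/Em 500-530) from Vif-expressing HeLa A3G-eYFP cells; more signal means A3G escaped Vif-mediated degradation. Cells plated overnight, compound pinned in, incubated overnight at 37 deg C.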
# Vif-APOBEC3F blk: qHTS for Inhibitors of Vif-A3F Interactions: qHTS | HeLa A3F-eYFP + Vif (tagged APOBEC3F with the HIV-1 protein that degrades it), YFP fluorescence increase | Potency, µM (series often up to 46.1 µM), inactives show at the highest dose activity, negative = active | 390,000 compounds, 0.2% hits; further: potency means the concentration at half of the fitted maximal effect; % of control where 0% means no effect; nearly all actives have a fitted effect of over 65% in size
#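 Fluorescence increase (Ex 488/Em 500-530) after overnight compound treatment at 37 deg C flags inhibition of Vif-driven A3F-eYFP loss in stable HeLa A3F-eYFP/Vif cells seeded overnight beforehand.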
# D1 potentiator: Potentiators of Human D1 Dopamine Receptor: qHTS. AID 504651, 2011. HEK293 TREx D1 cells, calcium flux, dopamine EC20 potentiation. potentiation, % at 10 µM. D(1A) dopamine receptor (Homo sapiens), P21728. 360,000 compounds, 0.036% hits; in the data active means potentiation above about 30%; further: 0% is about no effect
# RXFP1 antag: qHTS Assay for Antagonists of the Relaxin Receptor RXFP1; AID 1259400, 2018; HEK293-RXFP1, relaxin-stimulated cAMP HTRF, 30 min; stronger effect = lower value; 350,000 compounds, 0.59% hits; activity change, negative = inhibition, % at 57.5 µM;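 active means activity change of -60% or lower, but not beyond a set lower limit; inconclusive means change between -60% and -40%, or beyond the set limit; inactive means change above -40%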; further: on the % scale 0 is the no-effect control and ±100 the full control effect
# Target sequence (Q9HBX9 whole entry, looked up): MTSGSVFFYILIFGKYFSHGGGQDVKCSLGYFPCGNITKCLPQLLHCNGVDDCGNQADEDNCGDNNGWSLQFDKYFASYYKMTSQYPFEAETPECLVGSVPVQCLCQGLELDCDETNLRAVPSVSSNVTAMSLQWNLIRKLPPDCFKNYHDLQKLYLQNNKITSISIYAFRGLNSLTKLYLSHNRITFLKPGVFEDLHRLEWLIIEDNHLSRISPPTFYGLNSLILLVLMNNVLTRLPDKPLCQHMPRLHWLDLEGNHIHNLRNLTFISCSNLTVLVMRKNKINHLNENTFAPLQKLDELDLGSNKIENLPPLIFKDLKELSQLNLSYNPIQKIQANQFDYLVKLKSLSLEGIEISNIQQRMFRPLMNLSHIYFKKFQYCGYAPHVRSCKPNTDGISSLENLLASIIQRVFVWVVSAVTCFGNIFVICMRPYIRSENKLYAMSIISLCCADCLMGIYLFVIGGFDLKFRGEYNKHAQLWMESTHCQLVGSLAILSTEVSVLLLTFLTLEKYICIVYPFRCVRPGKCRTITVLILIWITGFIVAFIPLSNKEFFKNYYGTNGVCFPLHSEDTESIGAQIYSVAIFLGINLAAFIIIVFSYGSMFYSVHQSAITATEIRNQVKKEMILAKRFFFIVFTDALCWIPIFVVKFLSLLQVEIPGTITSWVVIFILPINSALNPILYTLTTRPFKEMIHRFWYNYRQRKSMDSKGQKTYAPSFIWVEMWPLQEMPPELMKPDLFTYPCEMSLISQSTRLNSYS
# RXFP1 ag: qHTS Assay for Agonists of the Relaxin Receptor RXFP1; Relaxin receptor 1 (Homo sapiens), Q9HBX9; HEK293T-RXFP1 cAMP TR-FRET, 30 min; response scale: percent of porcine relaxin response, buffer zero; Potency, µM (titrated, usually from 57.5 µM), for the others: top-dose activation, most hits filed as activators; 370,000 compounds, 0.3% hits; AID 2676, 2010; further: potency means the concentration at half of the fitted maximal effect; on the % scale 0 is the no-effect control and ±100 the full control effect; nearly all actives have a fitted effect of over 60% in size; many of its hits are not listed in these tables
#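 Agonist response is measured as cAMP accumulation in an RXFP1-transfected HEK293T line under PDE4 inhibition. Values are scaled between buffer-only and 29 nM porcine relaxin, and EC50s come from standard Hill equation fits.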
# D2 potentiator: HTS Assay for Positive Allosteric Modulators of the Human D2 Dopamine Receptor: Primary Screen for Potentiators. HEK293 T-REx D2, calcium flux, EC20 dopamine potentiation. potentiation, % at 10 µM. 340,000 compounds, 0.34% hits. D(2) dopamine receptor (Homo sapiens), P14416;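 active means potentiation over 3 SD above the plate norm, cut at about 30% in these data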; further: 0% is about no effect
#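 Primary screen. Calcium kinetics in induced HEK293 T-REx D2 cells: compound pre-addition 180 s, EC20 dopamine, 180 s more.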
# Active calls of the source: *; ? = inconclusive; . = not tested or not shown; & = joins results of further samples. Unless noted, the call rests on the fitted dose curve; in most records, active means well fitted curve in the direction sought with a large enough effect; inconclusive means small, poorly fitted or top-dose-only effect, or another doubt; inactive means no such curve, though single readings can be large; an effect the other way counts as inactive or inconclusive. The list is partial; the hit share may differ from the screen's.
SMILES,D1 ag,D1 antag,Glioma ERSR ind,Vif-APOBEC3G blk,Vif-APOBEC3F blk,D1 potentiator,RXFP1 antag,RXFP1 ag,D2 potentiator
NC(=S)n1[nH]c(-c2ccc([N+](=O)[O-])cc2)c(N=Nc2cccc([N+](=O)[O-])c2)c1=O,13,-24,-7%,-10%,-21%,-4,-30,-1.5%,12
O=C(O)c1ccccc1C(=O)OC1CC2CCC1C2 (stereo not given),.,.,-4%,1%,1%,.,8,.,.
COCCN(Cc1ccccc1)C(=O)Cc1ccc(S(=O)(=O)N2CCOCC2)s1,134*,-46*,-8%,-5%,10%,-6,1,0.3%,-1
C[n+]1cccc(C(=O)N/N=C/c2ccc3c(c2)OCO3)c1,0,6,-3%,3%,-28%,-7,-12,5.2%,-11
CS(=O)(=O)Nc1ccc(C(=O)NCc2cccnc2)cc1,1,3,-3%,-1%,5%,-1,0,0.0%,0
Cc1cc(C)c(C#N)c(SCCS(=O)(=O)Cc2ccc(Cl)cc2)n1,10,-4,-5%,-2%,-3%,-3,2,?,-6
COc1ccc(-c2nnc3n2N=C(C)CS3)cc1,2,1,-1%,-2%,2%,-10,-8,2.2%,-3
CCN1CCN(S(=O)(=O)c2ccc(Cl)c(C(=O)NC3CCCCC3)c2)CC1,0,-16,-3%,1%,-12%,-11,-9,2.7%,-8
COc1ccc(C(=O)N/N=C(/C)c2cccc(NC(=O)c3ccncc3)c2)cc1OC,3,3,4%,-1%,-7%,-2,-5,-1.8%,-5
O=C(NCCCn1ccnc1)c1cccc(S(=O)(=O)Nc2ccccc2F)c1,3,2,-3%,2%,-1%,-4,-3,1.3%,-4
CCOC(=O)CN1C(=O)c2ccccc2C1=O,1,10,-2%,-1%,1%,-4,6,-0.9%,-3
COc1ccc(-n2c(O)c(C=NCc3ccccn3)c3ccccc3c2=O)c(OC)c1,3,4,1%,-3%,-5%,4,7,1.7%,-5
O=c1c(-c2nn[nH]n2)coc2ccc(Cl)cc12,2,-4,-4%,2%,-10%,-11,-14,3.6%,2
CC(=O)N1CCc2cc(Br)cc(S(=O)(=O)NCC3CCCO3)c21 (stereo not given),6,-7,-7%,2%,6%,-2,-2,1.9%,-1
CC1(C)CC(=O)C=C(c2n[nH]nc2-c2ccc(F)c(F)c2)C1,.,.,-1%,2%,-3%,.,4,.,.
COc1ccc(C(=O)NNC(=O)Cc2nc3ccccc3n2C)cc1,.,.,-2%,1%,8%,.,-17,.,.
COc1ccc(-c2cc(-c3ccccc3)nc(SCC(=O)Nc3ccccc3C)c2C#N)cc1,0,-2,-2%,-3%,2%,-1,.,24%,-6
O=C(COc1ccc2c3c(c(=O)oc2c1)CCC3)NCc1ccncc1,4,9,0%,1%,6%,11,2,6.2%,2
Cc1nn(-c2ccccc2)c(C)c1NC(=O)COC(=O)c1ccc(Cl)c(N)c1,2,-23,-1%,4%,-12%,0,-7,1.1%,2
CCc1nn(CC(=O)NCc2ccccc2Cl)c(=O)c2cccn12,0&2,-24&4,-6%&-2%,0%&2%,-8%&0%,1&-3,-7&-4,7.1%&2.8%,9&-16
CCOc1ccc(C2=Nn3c(nnc3-c3ccc(OC)cc3)SC2)cc1,0,-2,-3%,?,-2%,-3,-8,12%,6
CCOc1c2ccc(C(=O)N[C@H](C)C3CCCCC3)cc2nn1CC,0,-11,-5%,1%,4%,-6,.,3.9%,.
Cc1ccc(SCC(=O)OC(C)C(=O)NCc2ccccc2)cc1C (stereo not given),9,-11,-2%,0%,-9%,10,-3,2.1%,-3
CCOc1cccc(/C(O)=C2/C(=O)C(=O)N(CCOC)C2c2ccco2)c1 (stereo not given),0,7,7%,1%,-3%,4,-4,-0.8%,34*
Cn1c(SCC(=O)N2CCCC2)nc2ccccc21,1,18,-1%,-4%,-16%,-3,-11,6.4%,-8
# Other results
SMILES,D1 ag,D1 antag,Glioma ERSR ind,Vif-APOBEC3G blk,Vif-APOBEC3F blk,D1 potentiator,RXFP1 antag,RXFP1 ag,D2 potentiator
O=C(NC1CC2CCCC(C1)N2C(=O)Nc1ccccc1F)C1CC1 (stereo not given),2,5,-4%,4%,1%,-6,0,3.7%,7
CCOC(=O)C1CCN(C(=O)COC(=O)c2ccc([N+](=O)[O-])o2)CC1,3,-14,21%,0%,-2%,-5,4,-0.2%,-6
CCSc1nnc(NC(=O)CSc2nnc(Cc3cccn3C)n2-c2ccc(F)cc2)s1,1,19,-4%,-6%,-3%,-1,1,-0.8%,-3
COc1ccc(OC)c(NC(=S)NCCCN2CCOCC2)c1,1,6,-5%,0%,-2%,-5,-4,5.4%,2
O=C(C1CC1)N(Cc1ccco1)c1nc(-c2ccccc2)cs1,11,6,3%,-6%,4%,-8,-9,3.3%,30*
COc1cc(OC)c(NC(=O)Cn2cnc3nc4c(cc3c2=O)CCCC4)cc1Cl,-2,-8,-2%,-2%,2%,2,-14,1.7%,11
Cc1nn(-c2ccccc2)c(C)c1C(=O)OC(C)C(=O)Nc1ccc(C(N)=O)cc1 (stereo not given),.,.,-3%,3%,8%,.,-14,.,.
O=C1C(=O)N(CCN2CCOCC2)C(c2ccccc2)/C1=C(\O)c1ccc2c(c1)OCCO2 (stereo not given),1,6,0%,1%,5%,0,10,?,-4
CCNC(=O)CSc1nc2cc(OC)c(OC)cc2c(=O)n1CCC1=CCCCC1,1,0,.,.,.,-2,.,-1.7%,5
CCOc1ccccc1CNC(=O)C1CCN(C(=O)N2CC(CC)Oc3ccc(C)cc32)CC1 (stereo not given),0,0,-6%,1%,6%,1,-40,0.9%,-23
CCCNC(=O)CN1C(=O)NC2(CCCc3cc(OC)ccc32)C1=O (stereo not given),-3,11,-2%,1%,0%,-1,1,0.9%,-10
CCOC(=O)C1=C(c2ccccc2)OC(N)=C(C#N)C1c1cccnc1 (stereo not given),7,7,11%,-1%,12%,2,2,0.2%,-5
Nc1ccc(-c2nc3cc(N)ccc3s2)cc1,3,-14,-9%,0%,3%,-5,2,19%,0
N#CCC(=O)N/N=C/c1ccc(OCc2ccccc2)cc1,6,9,1%,0%,15%,-3,3,3.1%,30
COc1ccccc1-c1nc2c3ccccc3nc(=S)n2[nH]1,2,3,-1%,-1%,4%,4,-22,-0.6%,2
C[C@@H]1C(=O)OC[C@H]1NC(=O)OCc1ccccc1,-1,-16,-4%,0%,-2%,-7,.,-0.5%,-7
CC(C)C[C@@H](CO)N1CCN(CCc2ccccc2)CCC1=O,0,-21,-3%&-1%,4%&-6%,3%,-5,.,1.0%,-9

# Some of the entries above, set out differently:
# Order of results: D1 ag | D1 antag | Glioma ERSR ind | Vif-APOBEC3G blk | Vif-APOBEC3F blk | D1 potentiator | RXFP1 antag | RXFP1 ag | D2 potentiator
O=C(C1CC1)N(Cc1ccco1)c1nc(-c2ccccc2)cs1
  11 | 6 | 3% | -6% | 4% | -8 | -9 | 3.3% | 30*
COc1cc(OC)c(NC(=O)Cn2cnc3nc4c(cc3c2=O)CCCC4)cc1Cl
  -2 | -8 | -2% | -2% | 2% | 2 | -14 | 1.7% | 11
Cc1nn(-c2ccccc2)c(C)c1C(=O)OC(C)C(=O)Nc1ccc(C(N)=O)cc1 (stereo not given)
  . | . | -3% | 3% | 8% | . | -14 | . | .
O=C1C(=O)N(CCN2CCOCC2)C(c2ccccc2)/C1=C(\O)c1ccc2c(c1)OCCO2 (stereo not given)
  1 | 6 | 0% | 1% | 5% | 0 | 10 | ? | -4
CCNC(=O)CSc1nc2cc(OC)c(OC)cc2c(=O)n1CCC1=CCCCC1
  1 | 0 | . | . | . | -2 | . | -1.7% | 5
CCOc1ccccc1CNC(=O)C1CCN(C(=O)N2CC(CC)Oc3ccc(C)cc32)CC1 (stereo not given)
  0 | 0 | -6% | 1% | 6% | 1 | -40 | 0.9% | -23
CCCNC(=O)CN1C(=O)NC2(CCCc3cc(OC)ccc32)C1=O (stereo not given)
  -3 | 11 | -2% | 1% | 0% | -1 | 1 | 0.9% | -10
CCOC(=O)C1=C(c2ccccc2)OC(N)=C(C#N)C1c1cccnc1 (stereo not given)
  7 | 7 | 11% | -1% | 12% | 2 | 2 | 0.2% | -5
Nc1ccc(-c2nc3cc(N)ccc3s2)cc1
  3 | -14 | -9% | 0% | 3% | -5 | 2 | 19% | 0
N#CCC(=O)N/N=C/c1ccc(OCc2ccccc2)cc1
  6 | 9 | 1% | 0% | 15% | -3 | 3 | 3.1% | 30
COc1ccccc1-c1nc2c3ccccc3nc(=S)n2[nH]1
  2 | 3 | -1% | -1% | 4% | 4 | -22 | -0.6% | 2
C[C@@H]1C(=O)OC[C@H]1NC(=O)OCc1ccccc1
  -1 | -16 | -4% | 0% | -2% | -7 | . | -0.5% | -7
CC(C)C[C@@H](CO)N1CCN(CCc2ccccc2)CCC1=O
  0 | -21 | -3%&-1% | 4%&-6% | 3% | -5 | . | 1.0% | -9
